# HepG2 viability – qHTS for Inhibitors of TGF-b: Cytotox Counterscreen; HepG2 CAGA-GFP viability, ATP luminescence, 18 h; Potency, µM (highest dose often 46.1 µM), inactives show top-dose activity change, negative = cytotoxicity, hits mostly cytotoxic; 0.76% of 410,000 active; also: potency is read from the fitted curve at half-maximal effect; some results filed as inactive show a strong effect at the top dose
#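 CellTiter-Glo luminescence gave cytotoxicity after 18 hours at 37 degrees C. The cells were HepG2 CAGA-GFP in 1% FBS DMEM, stimulated with 500 pg/mL TGF-beta after compound addition. %Activity was normalised to no-cell wells (complete cell-killing) and DMSO (no toxicity), and curves were fitted and classified.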
# A549 viability – Nrf2 qHTS screen for inhibitors: counterscreen for cytotoxicity; A549 ARE-Fluc cells, CellTiter-Fluor viability, 18-24 h; Potency, µM (top dose mostly 46 µM), for the others: top-dose activity change, negative = cytotoxicity, actives largely listed as inhibitors; 0.16% of 390,000 active; AID 504648, 2011; also: potency is read from the fitted curve at half-maximal effect; % is scaled to controls: 0 for no effect and ±100 for the full control effect
#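 A549 ARE-Fluc cells in 5% FBS OPTI-MEM, 5000 cells/well, rested 2 h then exposed to compounds in concentration-response for 18-24 h at 37 °C. Viability by CellTiter-Fluor fluorescence (Ex 405/Em 525) after 30 min; luciferase luminescence (BugLite, 15 min, RT) read afterwards.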
# Nrf2 inh – Nrf2 qHTS screen for inhibitors; A549 ARE-Fluc reporter, luciferase luminescence, 18-24 h; Potency, µM (doses to about 46 µM), without a hit: at the highest dose activity change, negative = inhibition, actives largely listed as inhibitors; 2.1% of 360,000 active; AID 504444, 2011; also: potency is read from the fitted curve at half-maximal effect; % is scaled to controls: 0 for no effect and ±100 for the full control effect; nearly all actives have a fitted effect of over 60% in size
#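 Concentration-response testing used A549 ARE_Fluc cells at 5000 cells/well. Following an 18-24 h compound incubation, viability was read by fluorescence (Ex 405/Em 525) and luciferase output by luminescence.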
# TGFb inhibitor – qHTS for Inhibitors of TGF-b; HepG2 CAGA-GFP TGF-b/SMAD3 reporter, GFP fluorescence, 18 h; TGF-beta stimulated, 500 pg/mL final; Potency, µM (top dose mostly 46.1 µM), inactives show at the highest dose activity, negative = inhibition, usual class: inhibitors; 1.2% of 410,000 active; also: potency is read from the fitted curve at half-maximal effect; % is scaled to controls: 0 for no effect and ±100 for the full control effect; nearly all actives have a fitted effect of over 65% in size
#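 Cell-based qHTS in HEPG2 carrying a CAGA-GFP Smad reporter; compounds added before 500 pg/mL final TGF-beta, 18 h incubation at 37 degrees C, GFP fluorescence quantified per cell by imaging cytometry.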
# ATXN2 expr inh – Primary qHTS for Inhibitors of ATXN expression | HEK-293 ATXN2-luciferase reporter, luminescence, 24 h | Potency, µM (highest dose often 57 µM), inactives show at the top dose activity change, negative = inhibition, usual class: inhibitors | 0.72% of 360,000 active | AID 1745845, 2022; also: potency is read from the fitted curve at half-maximal effect; % is scaled to controls: 0 for no effect and ±100 for the full control effect; nearly all actives have a fitted effect of over 55% in size
#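 qHTS (up to 57 uM final) was run with 24 h compound exposure of reporter cells at 37 °C. Each well was multiplexed: SteadyGlo luminescence measured ATXN2-luciferase expression after a fluorogenic Gly-Phe-AFC viability readout (25 uM final).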
# IL2 activator – qHTS of IL-2 Activators. 0.065% of 360,000 active. AID 652025, 2013. activation, % (series mostly up to about 46 µM). IL-2 activation reporter assay, cell-based qHTS; stimulated with anti-CD3/CD4/CD28 beads; in transgenic mouse T cells; in the data active = activation above about 50%; inconclusive = mostly about 30% to 49%; also: 0% is about no effect
#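 Readout: EGFP and DsRed signals by fluorescent plate cytometry. Unstimulated transgenic mouse T cells received compound 60 min before antibody-bead stimulation, then incubated 18 h at 37 degrees C.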
# Nrf2 activator – qHTS of Nrf2 Activators; Potency, µM (series often up to 46.1 µM), for the others: at the highest dose activation, usual class: activators; AREc32 ARE-luciferase reporter (MCF7-derived line), luminescence, 24 h; AID 624171, 2012; 0.31% of 410,000 active; also: potency is read from the fitted curve at half-maximal effect; % of control where 0% means no effect; nearly all actives have a fitted effect of over 65% in size
#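 Nrf2 activation is followed as ARE-luciferase induction in the AREc32 line after one day of compound treatment; luminescence is read with Steady-Glo.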
# ATXN viability – Viability Counterscreen for Primary qHTS for Inhibitors of ATXN expression; S2 cells (HEK-293 line with an ATXN2-luciferase reporter) viability, CellTiter-Fluor protease fluorescence, 24 h; Potency, µM (doses to about 56.7 µM), usual class: cytotoxic; 0.49% of 400,000 active; also: potency is read from the fitted curve at half-maximal effect; nearly all actives have a fitted effect of over 40% in size
# EPAC2 ag – qHTS for Agonist of cAMP-regulated guanine nucleotide exchange factor 4 (EPAC2): primary screen. EPAC2 activation, biochemical qHTS; response scale: 100% = 6.5 mM cAMP response. 0.079% of 360,000 active. Potency, µM (highest dose often 154 µM), without a hit: at the top dose activation, actives largely listed as activators. Rap guanine nucleotide exchange factor 4 (Homo sapiens), Q8WZA2. AID 720711, 2013; also: potency is read from the fitted curve at half-maximal effect; nearly all actives have a fitted effect of over 50% in size
# Target sequence (Q8WZA2 whole entry, looked up): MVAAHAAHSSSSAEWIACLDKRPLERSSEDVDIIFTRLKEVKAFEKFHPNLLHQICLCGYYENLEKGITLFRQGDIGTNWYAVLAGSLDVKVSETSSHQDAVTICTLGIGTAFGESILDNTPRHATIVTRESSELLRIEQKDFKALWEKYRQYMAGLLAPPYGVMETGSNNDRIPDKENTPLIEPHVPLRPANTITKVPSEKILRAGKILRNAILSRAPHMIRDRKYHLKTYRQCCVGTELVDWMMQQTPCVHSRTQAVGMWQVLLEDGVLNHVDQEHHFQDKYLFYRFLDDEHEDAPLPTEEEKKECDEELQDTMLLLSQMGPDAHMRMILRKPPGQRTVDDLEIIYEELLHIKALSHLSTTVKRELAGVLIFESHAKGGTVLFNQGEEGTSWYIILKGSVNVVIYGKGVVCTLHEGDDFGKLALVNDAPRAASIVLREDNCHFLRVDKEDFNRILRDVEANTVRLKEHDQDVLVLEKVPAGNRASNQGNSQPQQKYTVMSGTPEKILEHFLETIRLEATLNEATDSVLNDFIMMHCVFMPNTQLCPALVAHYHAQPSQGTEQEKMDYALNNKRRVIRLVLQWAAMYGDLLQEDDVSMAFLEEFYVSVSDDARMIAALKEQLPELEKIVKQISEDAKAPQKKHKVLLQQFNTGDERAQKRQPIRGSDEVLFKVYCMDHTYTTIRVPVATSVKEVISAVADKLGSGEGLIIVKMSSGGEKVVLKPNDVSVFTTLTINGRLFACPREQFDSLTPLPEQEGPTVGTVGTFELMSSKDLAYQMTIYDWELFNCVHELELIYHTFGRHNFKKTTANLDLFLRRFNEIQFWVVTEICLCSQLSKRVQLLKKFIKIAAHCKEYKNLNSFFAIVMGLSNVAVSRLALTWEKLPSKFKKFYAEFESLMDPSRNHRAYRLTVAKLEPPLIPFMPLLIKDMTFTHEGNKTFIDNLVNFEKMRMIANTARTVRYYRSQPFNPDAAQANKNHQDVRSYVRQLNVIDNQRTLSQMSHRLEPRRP
#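 Readout is BODIPY fluorescence (480 nm excitation, 540 nm emission), which falls as labeled GDP is exchanged off Rap1B. EPAC2 at 100 nM acted on 250 nM RAP1B-BODIPY-GDP with 50 uM GDP present.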
# Numbers without * were called inactive; i = inactive; ? = inconclusive; · = not tested or not shown; & = joins results of further samples; [ ] = another dose, or the depositor's remark. Unless noted, calls follow the shape of the dose curve; as a rule, active = well fitted curve in the direction sought with a large enough effect; inconclusive = small, poorly fitted or top-dose-only effect, or another doubt; inactive = no such curve, though single readings can be large; an effect the other way counts as inactive or inconclusive.
SMILES,HepG2 viability,A549 viability,Nrf2 inh,TGFb inhibitor,ATXN2 expr inh,IL2 activator,Nrf2 activator,ATXN viability,EPAC2 ag
Nc1nc(CN2CCN(c3ccccn3)CC2)nc(Nc2ccc(F)cc2)n1,-21.6%,·,?,-8.3%,5.0%,-1.3,3.6%,i,11.4%
CCOc1ccc(C(N)=O)cc1OC,10.9%,3.0%,·,12.0%,-1.7%,-4.0,-1.2%,i,1.7%
O=S(=O)(NCc1c(Cl)cccc1Oc1ccccc1)c1ccc(F)cc1,-45.0%,7.4%,?,11.2µM*,·,-0.5,5.4%,i,8.9%
Cc1c(C)c2cc(Cl)c(OCC(=O)NCCCn3ccnc3)cc2oc1=O,-3.2%,0.7%,?,-4.0%,-0.8%,-2.3,-0.3%,i,8.5%
O=C(CN1C(=O)c2ccccc2S1(=O)=O)Nc1cc(S(=O)(=O)N2CCOCC2)ccc1N1CCOCC1,5.8%,2.5%,4.4%,18.2%,·,·,·,·,·
COc1ccc(N2CCN(CCCNS(=O)(=O)c3ccc4c(c3)oc(=O)n4C)CC2)cc1,-19.0%,5.2%,10.8%,-2.4%,1.1%,-1.3,-1.0%,i,3.0%
CN1C(=O)c2ccc(C(=O)NCc3ccco3)cc2C1=O,3.0%,-0.3%,-14.0%,-5.0%,-2.5%,-0.6,4.8%,i,11.0%
COC(=O)C1=CN(c2ccc(F)cc2)C=C(C(=O)OC)C1c1ccc([N+](=O)[O-])cc1,-4.3%,-4.8%,11.5%,-18.7%,-6.4%,-1.7,2.7%,i,10.4%
COc1ccc(N(Cc2ccccc2)C(=O)c2ccccc2[N+](=O)[O-])cc1,-15.5%,-18.8%,?,2.6%,-10.5%,-0.6,0.0%,i,14.8%
c1cncc(-c2nc3ccccn3c2Nc2ccc3c(c2)OCCO3)c1,-25.7%,7.2%,14.3%,-9.3%,3.3%,-0.9,6.2%,i,18.0%
Cc1ccc(-n2ncc3c(N4CCC(C(N)=O)CC4)ncnc32)cc1,-4.1%,9.4%,·,3.7%,21.1%,·,-1.5%,i,·
CCC(C)(C)NC(=O)C(c1ccco1)N(C(=O)CNC(=O)c1cccs1)c1cccnc1 (stereo not drawn),4.6%,6.0%,4.3%,0.0%,10.8%,0.3,-0.1%,i,4.1%
CCCCn1c(N)c(N(CC(C)C)C(=O)CN2C(=O)NC3(CC(C)CC(C)(C)C3)C2=O)c(=O)[nH]c1=O (stereo not drawn),8.4%,-6.4%,-1.9%,10.5%,1.3%,0.4,-0.4%,i,-17.9%
COc1cccc(C(=O)NC(C)CCc2ccccc2)c1 (stereo not drawn),5.8%,4.1%,11.6%,8.2%,9.2%,0.3,-0.1%,i,9.6%
O=C(CCCN1C(=O)/C(=C\c2ccccc2)SC1=S)Nc1ccc(O)cc1,-6.8%,?,?,?,17.6%[11.3 µM],-1.2,2.5%,i,2.8%
CC1CCCCN1C(=O)CSc1ccc(-c2ccc(F)cc2)nn1 (stereo not drawn),-29.0%,-7.0%,·,-3.5%,39.4%[activator],-1.8,0.7%,i,-1.6%
COc1ccc2ccccc2c1/C=N\NC(=O)c1cccnc1,-49.3%,2.1%,25.0%,-10.0%,-3.5%,-1.0,3.4%,i,5.4%
COC(=O)CNC(c1ccccc1)c1cc(C)ccc1NC(=O)c1cccc(Cl)c1 (stereo not drawn),-2.3%,-0.5%,-8.6%,-3.4%,-0.4%,-1.8,0.4%,i,7.2%
CCOc1ccc(-c2nnc3sc(COc4ccc(Cl)cc4)nn23)cc1,33.7%,-14.1%,·,0.0%,-19.5%,0.3,-0.4%,i,-1.6%
CC(C)CN(CC(C)C)c1nn[nH]n1,3.0%,-2.6%,13.8%,-0.6%,-3.5%,0.6,-0.3%,i,7.3%
Cc1ccc(CC2SC(=O)NC2=O)cc1Cl (stereo not drawn),1.9%,2.8%,17.7%,2.8%,16.0%,2.1,0.3%,i,1.0%
N#CCSc1nc2scc(-c3cccs3)c2c(=O)n1CCc1ccccc1,4.3%,12.1%,?,3.0%,-27.9%,1.0,-0.1%,i,6.3%
O=C(NCc1nnc(SCc2ccc(F)cc2)n1-c1ccc(F)cc1)C12CC3CC(CC(C3)C1)C2,-0.1%,-13.5%,?,15.8µM*,-5.6%,-1.2,5.7%,i,0.8%
O=C(O)CCCNC(=O)C(c1ccccc1)c1ccccc1,3.7%&-7.7%,3.7%&1.1%,2.5%&-5.0%,6.3%&3.1%,-14.3%&7.6%,-1.6&1.0,-0.3%&-0.8%,i,1.7%&2.0%
Cc1noc(C)c1S(=O)(=O)N(C)C[C@H]1Oc2ccc(NC(=O)CCC(F)(F)F)cc2C(=O)N([C@H](C)CO)C[C@@H]1C,-22.2%,0.7%,5.8%,?,2.7%,0.1,-0.5%,i,11.1%
O=C(/C=C/c1ccccc1)Oc1cccc(C(=S)N2CCOCC2)c1,-3.2%,1.4%,0.4%,-8.3%,-20.8%,-0.8,15.7%,i,10.6%
CCOCCCNC(=O)C(NC(=O)c1cnccn1)c1ccc(OC)cc1 (stereo not drawn),-2.0%,11.5%,1.3%,-7.1%,7.6%,0.2,-0.3%,i,9.4%
Cc1nc2ccn(Cc3ccccc3)c(=O)c2cc1C(=O)N1CCN(c2ccccc2F)CC1,-28.9%,5.0%,?,?,-26.4%,·,3.7%,?,·
O=C(NCCN1CCCC1)C(c1ccccc1)c1ccccc1,-30.6%,?,4.7%,-26.1%,29.4%,0.6,-0.1%,i,0.7%
O=C(NCc1ccco1)C1CC(c2ccc(F)cc2)=NO1 (stereo not drawn),6.2%,-3.4%,15.6%,-2.4%,35.3%,0.4,-0.3%,i,-1.1%
COc1ccc(S(=O)(=O)N2CCN(C(=S)Nc3ccc(S(N)(=O)=O)cc3)CC2)cc1,1.5%,-1.1%,-2.6%,-27.6%,3.3%,-0.8,0.0%,i,-1.5%
COC(=O)c1oc2ccc(Cl)cc2c1-n1cccc1,5.1%,1.3%,15.3%,0.0%,1.6%,-2.0,19.6%,i,0.6%
CC(=O)Nc1c2c(nn1-c1cccc(Cl)c1)CS(=O)C2 (stereo not drawn),-26.6%,-7.3%,7.3%,-8.2%,7.1%,-0.5,0.1%,i,6.4%
Cc1nc(SCC(=O)N(CC(C)C)C2CCS(=O)(=O)C2)c2c(C)c(C)sc2n1 (stereo not drawn),-0.9%,-5.3%,-10.6%,-6.6%,-2.3%,-4.1,3.1%,i,-2.1%
CCOCCCn1c(=N)c(C(=O)NCC2CCCO2)cc2c(=O)n3cc(C)ccc3nc21 (stereo not drawn),-0.9%,11.3%,-7.7%,8.4%,-10.8%,·,-1.6%,·,·
Cc1cn2c(-c3ccncc3)nnc2s1,4.3%,2.1%,-7.6%,-14.1%,0.5%,0.8,0.1%,i,-0.3%
Cc1ccc(CNC(=O)CCn2nc(-c3ccc(Cl)cc3)ccc2=O)cc1,2.0%,0.0%,-1.7%,?,-14.4%,1.0,-0.5%,i,0.7%
COc1cc(OC)nc(NC(=O)COC(=O)c2cccc(Cl)c2)n1,-6.6%,4.1%,15.5%,-2.8%,-8.6%,0.2,-0.4%,i,10.9%
Cc1cccc(-c2noc(CNC(=O)c3ccc(C)cc3C)n2)c1,-24.3%,0.5%,?,-20.8%,?,·,1.4%,i,·
Cc1coc2c1C(=O)C(=O)c1c-2ccc2c(C)cccc12,-17.5%,-9.0%,20.7%,-13.5%,?,-3.3,-1.5%,·,-0.5%
Cc1cc(C(=O)OCC(=O)Nc2ccccc2[N+](=O)[O-])c2ccccc2n1,-5.9%,-2.6%,-12.3%,-4.7%,1.1%,-0.1,0.1%,i,-3.0%
CCn1cc(C(=O)NCCCOC(C)C)c(=O)c2cc(S(=O)(=O)N3CCC(C)CC3)ccc21,-3.5%,-3.1%,?,-19.1%,·,-0.6,-0.8%,i,-8.2%

# Compound profiles, from the list above. Values in the order: HepG2 viability	A549 viability	Nrf2 inh	TGFb inhibitor	ATXN2 expr inh	IL2 activator	Nrf2 activator	ATXN viability	EPAC2 ag
# Cc1coc2c1C(=O)C(=O)c1c-2ccc2c(C)cccc12 is listed with -17.5%	-9.0%	20.7%	-13.5%	?	-3.3	-1.5%	·	-0.5%
# COc1cc(OC)nc(NC(=O)COC(=O)c2cccc(Cl)c2)n1 is listed with -6.6%	4.1%	15.5%	-2.8%	-8.6%	0.2	-0.4%	i	10.9%
# Cc1cccc(-c2noc(CNC(=O)c3ccc(C)cc3C)n2)c1 is listed with -24.3%	0.5%	?	-20.8%	?	·	1.4%	i	·
# Cc1ccc(CNC(=O)CCn2nc(-c3ccc(Cl)cc3)ccc2=O)cc1 is listed with 2.0%	0.0%	-1.7%	?	-14.4%	1.0	-0.5%	i	0.7%

# Compound activity deposited in PubChem BioAssay by National Center for Advancing Translational Sciences (NCATS).

# Not a hit list; any-hit rate near 4.3%.
